High-throughput results: PubChem, several laboratories
P. falciparum M1AAP – malaria alanyl aminopeptidase activity blockers – biochemical, fluorogenic H-Leu-NHMec substrate, 1536-well (AID 1445) | recombinant M1AAP, H-Leu-NHMec fluorogenic kinetic assay; higher % means a stronger effect | inhibition, % at 30 µM, or IC50 in µM where a hit was titrated | 0.42% of 220,000 active;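 active = primary inhibition above the hit cutoff, then over 50% inhibition at one or more dose response concentrations, cut at about 23% in these data, passing the limit was not always enough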;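 note: plate controls were DMSO full reaction for no effect and no enzyme background for full effect; strong numbers were not always called active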
MT stabilize HCS – microtubule stabilization, imaging screen. HeLa tubulin immunostaining HCS, 24 h; share of cells brighter than vehicle mean+2SD. % tubulin-high responders, % at 10 µM. 0.83% of 200,000 active. AID 2205;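 active = plate Z-score above 3 for both tubulin-high and condensed-nucleus cell shares, with cell loss under 80%, at 10 µM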;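 note: anti alpha tubulin signal scored within the nucleus-defined area of each cell; some results filed as inactive read as strong as hits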
bCat nuc transl – beta-catenin nuclear translocation modulation; HeLa beta-catenin nuclear translocation, immunofluorescence imaging; nuclear translocation activity, % at 5 µM; 0.3% of 190,000 active; AID 1665;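 active = nuclear translocation activity above 50% at 5 µM, with a well cell count of 50 or more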;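 note: per-cell ratio of nuclear to cytoplasmic median beta-catenin stain intensity; plate controls were DMSO negative control for no effect and GSK-3 inhibitor IX positive control for full effect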
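Signal – beta-catenin immunofluorescence imaging with DAPI · Test system – human HeLa cell line · Dosing – 5 µM primary single dose, 0.1% DMSO, 0.02–20 µM confirmation series · Measure – % activation, nuclear-to-cytoplasmic median beta-catenin signal ratio per cell · Incubation – 24 h compound exposure at 37°C, 5% CO2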
Autophagy mod – alters autophagy in cells. MEF GFP-LC3 puncta imaging; test concentration mostly 10 µM. calls only at 10 µM (by protocol). 0.98% of 190,000 active. AID 463193;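 active = percentage of spot-positive cells more than 3 SD above its plate mean, without a fluorescence outlier flag or 80% toxicity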;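 note: spot-positive cell cutoff set from DMSO-treated cells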
ER stress rescue – rescue of cells from ER stress-induced death, primary screen, 384-well, CSM14.1, thapsigargin, ATP luminescence (AID 1222); CSM14.1 thapsigargin-induced death rescue, ATP luminescence; higher % means a stronger effect; cellular ATP content (survival), % at 20 µM, or EC50 in µM where a hit was titrated; 190,000 tested, under 10 active;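 active = EC50 below 50 µM in the dose-response confirmation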;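 note: death triggered by thapsigargin at about 15 µM added after 2 h compound pretreatment; cell ATP read after overnight thapsigargin exposure of roughly 18 to 22 hours; normalized against plate controls of thapsigargin alone and 5% DMSO vehicle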
K1F lysis inhibition – protection from phage-mediated lysis, alamar blue read-out – E. coli UTI89, K1F phage, bacterial capsule biogenesis inhibitors (AID 488966) | E. coli UTI89 K1F phage lysis, alamar blue, 2 h; higher % means a stronger effect | one-dose inhibition, % at 100 µM; IC50 in µM for titrated hits | 0.02% of 340,000 active;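 active = phage lysis inhibition, versus mean bacterial control, above a set limit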;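 note: capsule biogenesis inhibitors block K1F phage lysis so surviving cells raise fluorescence; higher fluorescence means more inhibition of phage lysis; actives were called in the ten point dose series up to 300 µM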
Insulin prom up – MIN6 insulin promoter up-regulation | MIN6 insulin promoter-GFP reporter, high-content imaging; active compounds read high | z-score at 5 µM | 0.3% of 190,000 active | AID 1625;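 active = z-score above 3 at 5 µM with at least 500 cells counted in the well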
Dynein cargo inh – dynein cargo transport inhibition; 0.47% of 220,000 active; z-score, hits read low; 3617.4 mouse cells, GR-EGFP nuclear translocation imaging; test concentration mostly 20 µM; stimulated with dexamethasone, 1 µM; active compounds read low; AID 1381;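 active = plate z-score of nuclear minus cytoplasmic receptor signal below a set negative limit, without overly bright fluorescence or cell loss, cut at about -3.5 in these data, passing the limit was not always enough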;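 note: z-score of nuclear minus cytoplasmic ring GR-EGFP intensity difference per well; some compounds called inactive have numbers as strong as hits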
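Schedule: 48 h induction, then 1 h compound, then 30 min agonist, 37 °C. Buffer or medium: tetracycline-free induction medium containing charcoal-stripped FBS. Reagent: 1.0 µM final dexamethasone stimulus. Evaluation: nuclear versus cytoplasmic GR-EGFP signal, averaged per well. Signal: high-content fluorescence imaging after fixation.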
P. falciparum M17LAP – P. falciparum M17LAP inhibitors, primary screen, biochemical, fluorogenic H-Leu-NHMec substrate, 1536-well (AID 1619). recombinant M17LAP, H-Leu-NHMec fluorogenic kinetic assay; higher % means a stronger effect. one-dose inhibition, % at 30 µM; IC50 in µM for titrated hits. 0.38% of 220,000 active;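 active = compound inhibiting the enzyme by more than half at any dose during confirmatory dose-response retesting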;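 note: plate controls were full reaction with DMSO carrier for no effect and no enzyme background for full effect; strong numbers were not always called active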
Dynein cargo inh cytoplasmic EGFP – further read-out of Dynein cargo inh, marked with its call; z-score; measured here: cytoplasmic GR-EGFP intensity; active compounds read high
Dynein cargo inh nuclear GR-EGFP – second read-out of Dynein cargo inh, no call of its own (marks repeat the call); z-score; measured here: nuclear GR-EGFP intensity;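 lower value marks the stronger effect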
Dynein cargo inh cell count – further read-out of Dynein cargo inh, marked with its call; z-score; measured here: cell count per field
Insulin prom up cell count – further read-out of Insulin prom up, marked with its call; cell count; measured here: cytotoxicity, nuclei count;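 total cells summed across four imaged fields per well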
bCat nuc transl cell count 5 µM – second read-out of bCat nuc transl, no call of its own (marks repeat the call); cell count; measured here: cell count, cytotoxicity flag
MT stabilize HCS Hoechst-high % – further read-out of MT stabilize HCS, marked with its call; % Hoechst-high responders; measured here: nuclear condensation Hoechst responders;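 share of cells brighter than vehicle mean plus two SD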
MT stabilize HCS cytotoxicity % – second read-out of MT stabilize HCS, no call of its own (marks repeat the call); toxicity, %; measured here: cytotoxicity by cell density;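 0% = mean cell density of plate MIN control wells and 100% = no cells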
Autophagy mod cell loss 18 h – further read-out of Autophagy mod, marked with its call; toxicity, %; measured here: cell loss, nuclei count;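 cell loss after 18 h compound exposure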
An asterisk follows results filed as active. Compounds were not picked by outcome. Share with any hit: about 2.9%.

Results for CCC(C)C(=O)Nc1ccc(OC)cc1OC (stereo unspecified) ?
P. falciparum M1AAP: 6.0%; MT stabilize HCS: 1.7; bCat nuc transl: -2.4; Autophagy mod: inactive; ER stress rescue: 2.1%; K1F lysis inhibition: 1.1%; Insulin prom up: -0.26; Dynein cargo inh: -0.491; P. falciparum M17LAP: 1.0%; Dynein cargo inh cytoplasmic EGFP: -0.159; Dynein cargo inh nuclear GR-EGFP: -0.239; Dynein cargo inh cell count: 0.159; Insulin prom up cell count: 1004; bCat nuc transl cell count 5 µM: 1286; MT stabilize HCS Hoechst-high %: 1.6; MT stabilize HCS cytotoxicity %: 7.4; Autophagy mod cell loss 18 h: 25.9

What do the screens show for `Cc1cc2oc(C(=O)Nc3cccnc3)c(C)c2cc1C`?
P. falciparum M1AAP: 2.7%; MT stabilize HCS: 3.0; Autophagy mod: inactive; ER stress rescue: -0.6%; K1F lysis inhibition: -0.1%; Insulin prom up: -1; Dynein cargo inh: 0.108; P. falciparum M17LAP: -1.0%; Dynein cargo inh cytoplasmic EGFP: -0.268; Dynein cargo inh nuclear GR-EGFP: 0.0554; Dynein cargo inh cell count: 0.387; Insulin prom up cell count: 1031; MT stabilize HCS Hoechst-high %: 3.5; MT stabilize HCS cytotoxicity %: 3.3; Autophagy mod cell loss 18 h: 7.8

What do the screens show for `Cc1ccc(-n2nnnc2-c2cnc3cc4c(cc3c2C)OCO4)cc1`?
P. falciparum M1AAP: 2.2%; MT stabilize HCS: 2.9; bCat nuc transl: 1.9; Autophagy mod: inactive; ER stress rescue: -2.8%; K1F lysis inhibition: -0.8%; Insulin prom up: 0.26; Dynein cargo inh: 0.17; P. falciparum M17LAP: 0.5%; Dynein cargo inh cytoplasmic EGFP: -0.0658; Dynein cargo inh nuclear GR-EGFP: 0.33; Dynein cargo inh cell count: -0.964; Insulin prom up cell count: 861; bCat nuc transl cell count 5 µM: 1047; MT stabilize HCS Hoechst-high %: 1.2; MT stabilize HCS cytotoxicity %: 5.4; Autophagy mod cell loss 18 h: 7.0

How did COc1cc(OC)c(NC(=O)CCNC(=O)Cn2ccc3ccccc3c2=O)cc1Cl do in these assays?
P. falciparum M1AAP: 15.8%; MT stabilize HCS: 2.2; Autophagy mod: inactive; ER stress rescue: -3.4%; K1F lysis inhibition: -0.6%; Dynein cargo inh: -0.0973; P. falciparum M17LAP: -14.6%; Dynein cargo inh cytoplasmic EGFP: -0.202; Dynein cargo inh nuclear GR-EGFP: 0.45; Dynein cargo inh cell count: 0.364; MT stabilize HCS Hoechst-high %: 2.7; MT stabilize HCS cytotoxicity %: 10.1; Autophagy mod cell loss 18 h: 8.0

How did CN1CCN(CCCNC(=O)c2ccc(/C=C3\Sc4ccccc4N(Cc4ccc(F)cc4)C3=O)cc2)CC1 do in these assays?
P. falciparum M1AAP: 13.2%; MT stabilize HCS: 1.9; bCat nuc transl: 4.1; Autophagy mod: inactive; ER stress rescue: -2.7%; K1F lysis inhibition: -1.1%; Dynein cargo inh: -0.18; P. falciparum M17LAP: 5.7%; Dynein cargo inh cytoplasmic EGFP: 0.677; Dynein cargo inh nuclear GR-EGFP: 0.153; Dynein cargo inh cell count: -0.776; bCat nuc transl cell count 5 µM: 1000; MT stabilize HCS Hoechst-high %: 2.3; MT stabilize HCS cytotoxicity %: 7.8; Autophagy mod cell loss 18 h: -0.3

What do the screens show for `O=c1cc(CSc2ccc(Cl)cc2)nc(N2CCOCC2)[nH]1`?
P. falciparum M1AAP: -5.3%; MT stabilize HCS: 2.3; bCat nuc transl: -5.5; Autophagy mod: inactive; ER stress rescue: -0.9%; K1F lysis inhibition: -0.4%; Insulin prom up: -0.61; Dynein cargo inh: -0.282; P. falciparum M17LAP: 8.6%; Dynein cargo inh cytoplasmic EGFP: -0.25; Dynein cargo inh nuclear GR-EGFP: 0.188; Dynein cargo inh cell count: 0.513; Insulin prom up cell count: 1114; bCat nuc transl cell count 5 µM: 1218; MT stabilize HCS Hoechst-high %: 2.3; MT stabilize HCS cytotoxicity %: 16.7; Autophagy mod cell loss 18 h: -7.7

What do the screens show for `COc1ccc(C(=O)NC(=S)Nc2ccc(CN3CCCCC3)cc2)cc1Cl`?
P. falciparum M1AAP: 6.4%; MT stabilize HCS: 1.1; bCat nuc transl: -3.7; Autophagy mod: inactive; ER stress rescue: -0.5%; K1F lysis inhibition: 5.6%; Insulin prom up: -1.05; Dynein cargo inh: -0.561; P. falciparum M17LAP: 15.6%; Dynein cargo inh cytoplasmic EGFP: -0.236; Dynein cargo inh nuclear GR-EGFP: 0.194; Dynein cargo inh cell count: 0.0277; Insulin prom up cell count: 1406; bCat nuc transl cell count 5 µM: 1107; MT stabilize HCS Hoechst-high %: 1.3; MT stabilize HCS cytotoxicity %: 3.6; Autophagy mod cell loss 18 h: 21.3

How did COCCn1c(SCC(=O)NCc2ccc3c(c2)OCO3)nnc1-c1c[nH]c2ccccc12 do in these assays?
P. falciparum M1AAP: 8.0%; MT stabilize HCS: 2.0; Autophagy mod: inactive; ER stress rescue: 1.7%; K1F lysis inhibition: 4.9%; Insulin prom up: -0.87; Dynein cargo inh: -0.382; P. falciparum M17LAP: 2.5%; Dynein cargo inh cytoplasmic EGFP: -0.201; Dynein cargo inh nuclear GR-EGFP: -0.0348; Dynein cargo inh cell count: 0.134; Insulin prom up cell count: 923; MT stabilize HCS Hoechst-high %: 3.4; MT stabilize HCS cytotoxicity %: 9.1; Autophagy mod cell loss 18 h: 3.6

How did CCOCCCNC(=O)C(c1ccc(OC)cc1)N(Cc1ccc2c(c1)OCO2)C(=O)c1cnccn1 (stereo unspecified) do in these assays?
P. falciparum M1AAP: -0.1%; MT stabilize HCS: 4.5; bCat nuc transl: -2.8; Autophagy mod: inactive; ER stress rescue: -0.9%; K1F lysis inhibition: -0.1%; Insulin prom up: 0.42; Dynein cargo inh: -0.491; P. falciparum M17LAP: -3.1%; Dynein cargo inh cytoplasmic EGFP: -0.341; Dynein cargo inh nuclear GR-EGFP: -0.433; Dynein cargo inh cell count: 0.802; Insulin prom up cell count: 1171; bCat nuc transl cell count 5 µM: 1030; MT stabilize HCS Hoechst-high %: 2.2; MT stabilize HCS cytotoxicity %: 2.9; Autophagy mod cell loss 18 h: 0.3

Results for CC(C)(C)c1cc(NC(=O)Nc2ccc(Cl)cc2Cl)no1 ?
P. falciparum M1AAP: -1.4%; bCat nuc transl: 1.4; K1F lysis inhibition: 0.3%; Insulin prom up: 0.07; Dynein cargo inh: -0.504; P. falciparum M17LAP: -6.6%; Dynein cargo inh cytoplasmic EGFP: -0.114; Dynein cargo inh nuclear GR-EGFP: 0.613; Dynein cargo inh cell count: 0.0482; Insulin prom up cell count: 999; bCat nuc transl cell count 5 µM: 1295

How did CC1CCC(NC(=O)CN2C(=O)C3CCCN3c3ncc(Cl)cc32)CC1 (stereo unspecified) do in these assays?
P. falciparum M1AAP: 9.2%; MT stabilize HCS: 3.1; Autophagy mod: inactive; ER stress rescue: -2.0%; Insulin prom up: -0.37; Dynein cargo inh: 2.9; P. falciparum M17LAP: 6.5%; Dynein cargo inh cytoplasmic EGFP: -0.0443; Dynein cargo inh nuclear GR-EGFP: 2.94; Dynein cargo inh cell count: -2.76; Insulin prom up cell count: 1197; MT stabilize HCS Hoechst-high %: 1.6; MT stabilize HCS cytotoxicity %: 5.0; Autophagy mod cell loss 18 h: 3.6

Results for Cc1ccc(OC(C)C(=O)Nc2ccc(C)c(S(=O)(=O)Nc3ccc(C)cc3C)c2)cc1 (stereo unspecified) ?
P. falciparum M1AAP: -3.5%; MT stabilize HCS: 2.8; bCat nuc transl: -0.9; Autophagy mod: inactive; ER stress rescue: 6.1%; K1F lysis inhibition: 3.9%; Insulin prom up: -0.58; Dynein cargo inh: -1.44; P. falciparum M17LAP: 18.1%; Dynein cargo inh cytoplasmic EGFP: -0.304; Dynein cargo inh nuclear GR-EGFP: -0.865; Dynein cargo inh cell count: 1.83; Insulin prom up cell count: 1376; bCat nuc transl cell count 5 µM: 739; MT stabilize HCS Hoechst-high %: 3.9; MT stabilize HCS cytotoxicity %: 7.2; Autophagy mod cell loss 18 h: 11.4

How did NC(=O)CSCc1nc2ccccc2s1 do in these assays?
P. falciparum M1AAP: 1.0%; MT stabilize HCS: 1.5; Autophagy mod: inactive; ER stress rescue: -1.2%; K1F lysis inhibition: 0.0%; Insulin prom up: 0.38; Dynein cargo inh: -0.00466; P. falciparum M17LAP: 3.4%; Dynein cargo inh cytoplasmic EGFP: 0.361; Dynein cargo inh nuclear GR-EGFP: 0.281; Dynein cargo inh cell count: -0.506; Insulin prom up cell count: 767; MT stabilize HCS Hoechst-high %: 1.6; MT stabilize HCS cytotoxicity %: 8.2; Autophagy mod cell loss 18 h: -10.5

Results for CC1(NC(=S)NCCCCCCNC(=S)NC2(C)CCS(=O)(=O)C2)CCS(=O)(=O)C1 (stereo unspecified) ?
P. falciparum M1AAP: -1.8%; bCat nuc transl: 0.1; K1F lysis inhibition: 0.7%; Dynein cargo inh: -1.1; P. falciparum M17LAP: 16.8%; Dynein cargo inh cytoplasmic EGFP: -0.223; Dynein cargo inh nuclear GR-EGFP: 0.0635; Dynein cargo inh cell count: -0.0864; bCat nuc transl cell count 5 µM: 1285
